# Screening results (PubChem)
# CASP6 VEID inh – inhibitors of human caspase-6. P55212. 350,000 compounds, 0.53% hits. inhibition, % at 12.5 µM. purified caspase-6, Z-VEID-R110 cleavage fluorescence;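 active = mean inhibition across replicates at least about 35%, with every replicate also reaching that limit, limit read from the data; inconclusive = only one of the two criteria met; inactive = neither criterion met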;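 also: 0% = median of neutral control wells and 100% = no fluorescence left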
# Target sequence (P55212 24-179 limits assumed): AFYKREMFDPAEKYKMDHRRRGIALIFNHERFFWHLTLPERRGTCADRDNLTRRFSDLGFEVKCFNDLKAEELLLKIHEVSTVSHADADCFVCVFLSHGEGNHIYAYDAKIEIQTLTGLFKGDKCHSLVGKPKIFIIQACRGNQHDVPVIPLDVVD
# Target sequence (P55212 194-293 limits assumed): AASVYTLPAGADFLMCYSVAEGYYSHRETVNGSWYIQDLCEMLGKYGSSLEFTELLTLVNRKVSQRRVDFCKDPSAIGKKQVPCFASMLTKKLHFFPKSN
# EWS-Fli inh – blocks EWS/Fli oncoprotein-driven transcription | A673 NR0B1-luciferase reporter, viability-normalised | inhibition, % at 12.6 µM | 350,000 compounds, 0.67% hits | AID 651661;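 active = mean inhibition of at least 50% after viability correction, with every replicate also passing that limit; inconclusive = mean reaches 50% but only one of two replicates passes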;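 also: firefly luciferase signal divided by Alamar Blue viability fluorescence both relative to DMSO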
# DENV2 CPE – inhibitors of DENV2 cytopathic effect. DENV2-infected cells, cytopathic effect rescue, plate reader. CPE inhibition, % at 9.99 µM. 350,000 compounds, 1.7% hits. AID 651640; in the data active = CPE inhibition above about 20%, passing the limit was not always enough; inconclusive = no clear call, values can overlap the other calls; tested in BHK-21 cells;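 also: 0% = median of neutral control wells and 100% = median of positive control wells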
# SIRT5 inh – sirtuin-5 (human) deacylase inhibition | Purified SirT5, succinyl-peptide AMC, trypsin-coupled fluorescence | inhibition, % at 15 µM | 330,000 compounds, 1.1% hits | AID 652115; in the data active = inhibition above about 15%; inconclusive = no clear call, values can overlap the other calls
# Target sequence (Q9NXA8 whole entry, looked up): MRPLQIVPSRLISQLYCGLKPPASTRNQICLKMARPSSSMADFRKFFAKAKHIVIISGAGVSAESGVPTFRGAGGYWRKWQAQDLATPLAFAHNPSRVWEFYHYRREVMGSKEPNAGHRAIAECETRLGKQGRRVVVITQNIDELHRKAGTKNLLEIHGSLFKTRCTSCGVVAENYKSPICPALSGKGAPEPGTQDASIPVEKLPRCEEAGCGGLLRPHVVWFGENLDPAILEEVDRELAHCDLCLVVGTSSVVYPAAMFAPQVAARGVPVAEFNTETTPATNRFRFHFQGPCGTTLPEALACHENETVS
# LGR2 inh – blocks bursicon-induced cAMP signaling via Drosophila LGR2. HEK293 LGR2, CRE-luciferase, bursicon-stimulated, 4 h. inhibition, % at 9.99 µM. 380,000 compounds, 0.35% hits. AID 720647;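 active = drop in luminescence signal, shown as inhibition above about 50% in the replicate tests, limit read from the data, passing the limit was not always enough; inconclusive = probably only some replicates passing the limit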;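 also: agonist challenge used bursicon conditioned medium at about half maximal strength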
# PAX8 reporter – inhibitors of PAX8 transcriptional activity in RMG-I cells. RMG-I TPO-luciferase reporter, SteadyGlo, 24 h. inhibition, % at 12.6 µM. 360,000 compounds, 1.2% hits;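 active = mean replicate inhibition at least 60% with every replicate also reaching 60%; inconclusive = only one of the two criteria is met; inactive = mean below 60% and not all replicates reaching 60%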;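 also: luciferase light reporting Pax8 driven TPO promoter activity; plate controls were median of neutral control wells for no effect and mitoxantrone controls for full effect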
# ARNT-TACC3 inh – disrupts binding between human ARNT and TACC3 | 390,000 compounds, 0.66% hits | AlphaScreen His-ARNT PAS-B/GST-TACC3 binding, luminescence; TACC3 fragment carries E629A point mutation | Q9Y6A5 | inhibition, % at 9.99 µM;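 active = mean inhibition of replicates at least 50% and at least half of replicates each reaching 50%; inconclusive = half or more replicates reach 50% but mean below 50%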;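 also: 0% = complete ARNT plus TACC3 wells and 100% = ARNT alone without TACC3; many hits fall short of the cut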
# * hit, by the source's call; ? = inconclusive; · = no result given; & = joins results of further samples.
# The first 3 records as a preview:
SMILES,CASP6 VEID inh,EWS-Fli inh,DENV2 CPE,SIRT5 inh,LGR2 inh,PAX8 reporter,ARNT-TACC3 inh
COCC(=O)N1[C@@H]2c3ccc(C4=CCCCC4)c(=O)n3C[C@@H]2[C@@H](CO)[C@@H]1C(=O)N1CCN(C)CC1,1,-11,-2,-19,4,·,0
O=C(NCCO)C(=O)NCC1CCCN1S(=O)(=O)c1cccs1 (stereo not given),-4,4,19,-3,-5,-3,1
COc1cccc(-c2ccc3c(c2)O[C@H](CN(C)Cc2cncnc2)[C@H](C)CN([C@@H](C)CO)S3(=O)=O)c1,3,-18,28*,-3,2,·,-3

# Results, previewed entries included:
SMILES,CASP6 VEID inh,EWS-Fli inh,DENV2 CPE,SIRT5 inh,LGR2 inh,PAX8 reporter,ARNT-TACC3 inh
COCC(=O)N1[C@@H]2c3ccc(C4=CCCCC4)c(=O)n3C[C@@H]2[C@@H](CO)[C@@H]1C(=O)N1CCN(C)CC1,1,-11,-2,-19,4,·,0
O=C(NCCO)C(=O)NCC1CCCN1S(=O)(=O)c1cccs1 (stereo not given),-4,4,19,-3,-5,-3,1
COc1cccc(-c2ccc3c(c2)O[C@H](CN(C)Cc2cncnc2)[C@H](C)CN([C@@H](C)CO)S3(=O)=O)c1,3,-18,28*,-3,2,·,-3
COC(=O)c1c(-c2c(Cl)cccc2Cl)noc1C(=O)NN,-1,-3,4,-6,13,21,-9
CS(=O)(=O)Nc1ccc(C(=O)N2CC(=O)Nc3ccccc32)cc1,-1,7,5,3,-4,13,-6
Cc1ccc2oc(C(=O)N3CCN(Cc4nccn4C)CC3)c(C)c2c1,-8,-15,0,-4,-5,-26,-1
Cc1cc(C)c(S(=O)(=O)N/N=C/c2ccc3c(c2)OCO3)c(C)c1,3,·,5,-1,-30,-7,-4
CO[C@@H](CN(C)C(=O)c1ccc2c(c1)OCO2)[C@H](C)CN([C@H](C)CO)S(=O)(=O)c1ccc(C)cc1,0,-1,2,0,-1,·,-6
COc1cc(NC(=O)CCN2CCN(C/C=C/c3ccccc3)CC2)cc(OC)c1,-4,4,7,-2,-7,29,7
CCN(CC)c1ccc(/C=N\N2CCN(Cc3ccc(C)cc3)CC2)cc1,1,-3,10,-3,-2,18,·
C[C@@H]1CN([C@@H](C)CO)C(=O)c2cccc(NC(=O)Nc3cccc4ccccc34)c2O[C@H]1CN(C)C(=O)Nc1cccc2ccccc12,-1,19,-9,0,12,·,1
CN(C(=O)Cc1c(C(=O)O)n(C)c2ccccc12)c1cccc(C(F)(F)F)c1,5,-11,?,-6,-4,3,-13
C[C@H](CO)N1C[C@H](C)[C@H](CN(C)CC2CCOCC2)Oc2ncc(C#Cc3ccccc3)cc2C1=O,-2,-2,7,-4,7,·,1
O=[N+]([O-])c1ccc(S(=O)(=O)Nc2cccc(-c3ccc(N4CCOCC4)nn3)c2)cc1,9,-19,-3,2,-48,-103,0
CCOC(=O)C1CCCN(C(=O)CNC(=O)c2nn(-c3ccc(OC)c(Cl)c3)c(=O)c3ccccc23)C1 (stereo not given),5,-9,18,-1,4,14,-11
O=C(O)c1ccccc1C(=O)Nc1nc(-c2ccc3ccccc3c2)cs1,1,·,-2,2,-69,-87,-6
CCCC(=O)Nc1nc2c(s1)COc1ccccc1-2,-1,-41,0,1,·,-12,·
CCCNC(=O)[C@H]1[C@H](CO)[C@H]2Cn3c(ccc(-c4ccccc4OC)c3=O)[C@H]2N1C(=O)CC,0,-4,-14,-15,-2,3,-3
COc1ccc(NC(=S)NNC(=O)C(C)n2nc(C)c([N+](=O)[O-])c2C)cc1 (stereo not given),-1,11,6,-3,8,·,17
COc1ccc(OC)c(CNc2ncc(-c3cccc([N+](=O)[O-])c3)n2C)c1,6,3,0,-10,12,7,21
COc1ccc(S(=O)(=O)N(C)C[C@H]2Oc3c(NC(=O)NC4CCCCC4)cccc3C(=O)N([C@H](C)CO)C[C@H]2C)cc1,-1,6,6,1,-2,·,8
O=C(COc1ccc(C(=O)c2ccc(F)cc2)cc1)NCc1ccc(F)cc1,4,57*,-2,1,20,21,0
CCCN(CC(=O)Nc1ccc(Cl)cc1Cl)Cc1cc(=O)n2ccsc2n1,1,8,-6,2,1,9,6
C[C@@H]1CN([C@H](C)CO)C(=O)c2ccccc2-c2ccccc2CO[C@H]1CN(C)S(=O)(=O)c1ccccc1,0,6,-3,-1,-21,·,-3
O=C(C[C@@H]1C=C[C@H](NC(=O)Nc2ccc3c(c2)OCO3)[C@H](CO)O1)NCc1ccc(Cl)cc1,-1,10,1,1,11,3,29
COC(=O)COc1ccc2occ(C(C)=O)c2c1,0,-6,0,-9,-7,·,-4
Cn1cc(CN2CCN(CCO)CC2)c(-c2ccc(Oc3ccccc3)cc2)n1,-1,-4,-1,-2,·,17,0
C[C@H]1CN([C@@H](C)CO)C(=O)Cc2cc(NC(=O)Cc3cn(C)c4ccccc34)ccc2O[C@@H]1CN(C)S(=O)(=O)c1cn(C)cn1,-1,4,20,1,4&-4,24,5
COc1cccc(S(=O)(=O)N[C@@H]2CC[C@@H](CCNC(=O)Cc3ccncc3)O[C@@H]2CO)c1,0,-2,-1,10,9,-8,·
COC(=O)c1cc2c(c3c4cc(C)ccc4n(S(=O)(=O)c4ccc(OC)cc4)c13)C(=O)N(Cc1ccccc1)C2,1,2,-7,·,-10,15,·
Cc1cccc(-n2ncc3c2CCCC3NC(=O)Cn2cccn2)c1C (stereo not given),-6,-5,-7,-4,-4,-15,-3
Cc1ccc(C=C2SC(=S)N(CCCC(=O)Nc3cccc(C(=O)O)c3)C2=O)cc1,13,-5,-3,-7,-22,-23,·
C/C(=N\NC(N)=O)c1ccc(-n2ccnc2)cc1,-3,5,-1,22*,39,1,·
Cc1cc(C)c2oc(C(=O)N(Cc3ccccc3)C3CCS(=O)(=O)C3)cc(=O)c2c1 (stereo not given),1,0,10,0,-1,1,4
CN1CCN(c2ccc(Cl)cc2NC(=O)CC2OC(=O)c3ccccc32)CC1 (stereo not given),-8,8,?,-2,-8,4,2
CCOC(=O)c1ccc(N2CCN(c3ccccc3F)CC2)c(NC(=O)Nc2cccc(OC)c2)c1,1,12,-5,-5,·,17,-4
O=C(CCNC(=O)c1ccco1)Nc1ccccc1OC(F)F,1,0,14,-5,-10,12,4
COc1cc(C(=O)NCCc2cc3c(OC)ccc(OC)c3[nH]c2=O)cc(OC)c1OC,-3,14,-5,0,-5,-138,-28
CCNc1ccc(C(=O)OCC(=O)N2CCCC2)cc1[N+](=O)[O-],-1,-5,-3,2,-12,-3,-1
Cc1ccc(NC(=O)CSc2nc(CSc3ccc(C)cc3)cc(=O)[nH]2)cc1,-2,-6,-5,-4,·,9,-3
COc1ccc(NCC(=O)Nc2ccc(Cl)cc2C)c(OC)c1,-1,-15,0,0,-5,·,14
CCS(=O)(=O)N1CC2(CN(Cc3ccccc3F)[C@@H](CO)c3[nH]c4cc(OC)ccc4c32)C1,4,0,20*,3,-9,·,·
COC(=O)Cn1c(=O)c2c(nc3n2CCCN3Cc2ccccc2)n(C)c1=O,-1,5,-5,-2,3,-4,5
C[C@H](CO)N1C[C@H](C)[C@H](CN(C)C)Oc2ccc(NS(C)(=O)=O)cc2C1=O,2,21,5,-5,24,-2,18
CCOC(=O)C1CCCN(C(=O)COc2ccc(S(=O)(=O)N(CC)c3ccccc3)cc2)C1 (stereo not given),-1,-1,1,-1,17,-6,2

# Single values from the entries so far:
# `O=C(CCNC(=O)c1ccco1)Nc1ccccc1OC(F)F` – CASP6 VEID inh: 1
# `COc1ccc(NCC(=O)Nc2ccc(Cl)cc2C)c(OC)c1` – LGR2 inh: -5

# Next part.
SMILES,CASP6 VEID inh,EWS-Fli inh,DENV2 CPE,SIRT5 inh,LGR2 inh,PAX8 reporter,ARNT-TACC3 inh
Cn1cnc(Sc2ncnc3nc[nH]c23)c1[N+](=O)[O-],0,31,-1,0,-1,30,11
CSc1ncccc1C(=O)OCC(=O)c1ccccc1Br,1,-4,0,-1,-74,-10,-3
COCc1cc(C)nc2oc(C(=O)c3ccccc3)c(N)c12,3,-19,-4,1,4,6,-22
O=C(NCCO)C(=O)Nc1cc2c3c(c1)CCC(=O)N3CCC2,-5,0,?,0,18,-3,9
C/C=C/c1cnc2c(c1)C(=O)N([C@H](C)CO)C[C@@H](C)[C@H](CN(C)Cc1ccccc1)O2,0,0,-4,-4,4,·,-13
COCCn1c(=S)[nH]c2cc(C(=O)N3CCc4ccccc4C3)ccc2c1=O,0,5,-2,-2,-12,7,-10
CNC(=O)CS(=O)CC(=O)Nc1cc(OC(C)C)c(Cl)cc1Cl (stereo not given),1,-8,·,-10,-10,-5,·
CCCn1c(=O)c2c(nc3n2CCS3)n(C)c1=O,-3,-8,3,1,0,21,-6
CCOc1ccc(C(=O)NCC(=O)Nc2ccncc2)cc1OCC,-2,-1,1,-5,-4,-18,6
O=C(NCc1ccco1)/C(=C\c1ccco1)NC(=O)c1ccco1,6,-1,-2,1,5,-12,-1
COc1ccc(C(=O)NC2CCN(C(=O)NCc3ccccc3)CC2)cc1,0,3,-8,2,-16,-2,6
COc1ccccc1N(CC(=O)NCCC1=CCCCC1)S(=O)(=O)c1ccccc1,2,1,1,-3,10,14,7
CN(C)CCCNC(=O)[C@@H]1[C@@H](CO)[C@@H]2Cn3c(ccc(C4=CCCC4)c3=O)[C@H]1N2Cc1cocn1,0,-4,4,-21,8,-3,-8
COc1ccc(N2CCN(C(=O)CCc3nnc4ccc(N5CCOCC5)nn34)CC2)cc1,-2,5,1,1,6,-4,·
O=C(OCc1nnc(-c2ccccc2)o1)C1CC(=O)N(c2ccccc2)C1 (stereo not given),0,·,-4,-6,2,2,·
Cn1c(CCC(=O)Nc2ccc(S(C)(=O)=O)cc2)nc2cc(S(=O)(=O)N3CCOCC3)ccc21,-1,0,-5,5,-13,3,41
Nc1nnc(CCOc2ccc(Cl)cc2)s1,-3,14,-4,2,-2,·,-2
O=C(COC(=O)c1cc(=O)[nH]c2ccccc12)Nc1ccc(F)cc1F,1,4,1,-1,-14,16,·
CCc1nc2ccc(C(=O)N(CC)CC(=O)Nc3c(F)cccc3F)cc2nc1CC,6,-1,-5,-4,-11,2,·
C/C=C/c1ccc2c(c1)O[C@@H](CN(C)S(C)(=O)=O)[C@H](C)CN([C@@H](C)CO)S2(=O)=O,2,2,1,-5,4,·,-4
Cc1cc(Br)ccc1OCC(=O)NNC(=O)CCc1ccccc1,1,2,11,-3,11,-6,·
CC1CCCC(NC(=S)NC(=O)c2ccccc2Br)C1C (stereo not given),·,·,·,·,-4,-17,-2
CC(C)NC(=O)N(C)C[C@H]1Oc2c(NC(=O)Nc3ccc(F)cc3)cccc2C(=O)N([C@H](C)CO)C[C@H]1C,-2,-11,-5,2,-8,4,-8
CNC[C@H]1Oc2ccc(NC(=O)Cn3cnnn3)cc2C(=O)N([C@H](C)CO)C[C@H]1C,-18,-8,18,2,19,·,-5
O=C(N/N=C/c1ccc(OCc2ccccc2)cc1)c1ccncc1,1,-19,1,-1,-49,-120,0
COCCn1c(COc2ccc(Cl)cc2)nnc1SCC(N)=O,0,0,·,0,-8,·,3
C/C=C/c1cnc2c(c1)C(=O)N([C@H](C)CO)C[C@H](C)[C@@H](CN(C)C(=O)Nc1c(C)noc1C)O2,0,-5,0,8,11,·,-2
O=C(NCCc1ccncc1)[C@@H]1[C@@H](CO)[C@@H]2Cn3c(ccc(-c4cccnc4)c3=O)[C@@H]2N1C(=O)C1CC1,·,-8,9,5,12,0,·
O=C(CCNC(=O)C1CCN(S(=O)(=O)c2ccc(F)cc2)CC1)NCc1ccccc1Cl,-1,·,-3,-7,-9,0,-4
CCC(C)NC(=O)Cn1cnc([N+](=O)[O-])c1 (stereo not given),3,-10,·,3,9,12,-2
CCCCOc1ccc(C(C)NC(=O)CCS(=O)(=O)Cc2ccc(C)cc2)cc1 (stereo not given),·,·,·,·,-9,31,7
CC1CCc2c(C(=O)NCc3ccccn3)csc2C1 (stereo not given),-3,-101,2,-5,-98,-71,-1
CN(C(=O)CN1C(=O)NC(C)(c2cccc(Br)c2)C1=O)C1CCCCC1 (stereo not given),2,4,1,-12,-1,12,-13
